Screening results: PubChem BioAssay, several laboratories
m5-HT2A agonist: activates the mouse 5-HT2A serotonin receptor | actives 0.66% (n = 360,000) | CHO-K1 mHTR2A beta-arrestin complementation, luminescence; percent of 30 µM serotonin response | activation, % at 7.6 µM | P35363 | AID 624169;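 active = activation above a run cutoff, the mean activation of all tested compounds plus 3 SD, cut at about 14% in these data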;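 note: 0% = plate median of compound wells and 100% = 30 µM serotonin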
MC4R ag barr: agonists of human melanocortin 4 receptor (MC4R) beta-arrestin; P32245; actives 0.98% (n = 360,000); activation, % at 8.9 µM; U2OS MC4R beta-arrestin complementation, luminescence; percent of melanotan II response, DMSO zero;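 active = activation above a per-plate cutoff, the mean activation of sample wells on that plate plus 3 SD, cut at about 8% in these data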
Target sequence (P32245 whole entry, looked up): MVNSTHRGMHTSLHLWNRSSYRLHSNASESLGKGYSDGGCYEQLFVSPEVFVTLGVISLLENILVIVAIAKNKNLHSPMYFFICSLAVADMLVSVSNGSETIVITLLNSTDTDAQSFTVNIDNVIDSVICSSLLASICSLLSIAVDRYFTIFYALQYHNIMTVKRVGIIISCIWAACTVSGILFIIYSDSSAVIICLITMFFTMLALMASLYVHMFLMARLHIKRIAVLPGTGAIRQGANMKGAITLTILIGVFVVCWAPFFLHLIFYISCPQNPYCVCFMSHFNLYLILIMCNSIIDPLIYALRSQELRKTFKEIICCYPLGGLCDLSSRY
SRC2 inh: inhibits human steroid receptor coactivator 2. actives 0.17% (n = 370,000). inhibition, % at 9 µM. HEK293 GAL4-SRC2 luciferase reporter, luminescence. Q15596;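 active = inhibition above the mean inhibition of all tested compounds plus 3 SD, set per campaign, cut at about 52% in these data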;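 note: 0% = DMSO treated cells and 100% = cells given Gossypol at 36 µM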
H9c2 protect: modulators protecting cardiomyocytes from myocardial damage; H9c2 cardiomyocytes, H2O2 injury protection, ATPLite, 2 h; protection from H2O2 cell death, % at 20 µM; actives 0.63% (n = 360,000);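 active = compounds giving at least 50% protection of heart cells from peroxide-induced death in the single-dose screen, raw or plate-pattern-corrected value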;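 note: 0% = DMSO wells with peroxide and 100% = DMSO wells without peroxide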
MC4R antagonist: antagonists of human melanocortin 4 receptor (MC4R). actives 0.48% (n = 360,000). MC4R-expressing cells, MTII-stimulated cAMP, LANCE TR-FRET. P32245. inhibition, % at 6.5 µM;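 active = inhibition above its plate's cutoff, the mean of tested wells on that plate plus 3 SD, cut at about 29% in these data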;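 note: 0% = Melanotan II alone and 100% = Melanotan II plus saturating MCL0020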
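Assay system: human MC4R-expressing U2OS cells; reagent: Melanotan II stimulation of cells; dosing: 6.5 µM single dose; timing: compound 30 min, challenge 1 h, detection 1 h; signal: TR-FRET cAMP assay; replicates: one well per compound, no replicates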
NOD2 RIPK2 PPI: blocks binding of human NOD2 to RIPK2; O43353; CHO BLA complementation NOD2-RIPK2, CCF4 ratio; inhibition, % at 4.98 µM; actives 0.38% (n = 360,000); AID 624267; in the data active = inhibition above about 21%;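 note: 0% = vehicle only and 100% = reference blocker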
Target sequence (O43353 whole entry, looked up): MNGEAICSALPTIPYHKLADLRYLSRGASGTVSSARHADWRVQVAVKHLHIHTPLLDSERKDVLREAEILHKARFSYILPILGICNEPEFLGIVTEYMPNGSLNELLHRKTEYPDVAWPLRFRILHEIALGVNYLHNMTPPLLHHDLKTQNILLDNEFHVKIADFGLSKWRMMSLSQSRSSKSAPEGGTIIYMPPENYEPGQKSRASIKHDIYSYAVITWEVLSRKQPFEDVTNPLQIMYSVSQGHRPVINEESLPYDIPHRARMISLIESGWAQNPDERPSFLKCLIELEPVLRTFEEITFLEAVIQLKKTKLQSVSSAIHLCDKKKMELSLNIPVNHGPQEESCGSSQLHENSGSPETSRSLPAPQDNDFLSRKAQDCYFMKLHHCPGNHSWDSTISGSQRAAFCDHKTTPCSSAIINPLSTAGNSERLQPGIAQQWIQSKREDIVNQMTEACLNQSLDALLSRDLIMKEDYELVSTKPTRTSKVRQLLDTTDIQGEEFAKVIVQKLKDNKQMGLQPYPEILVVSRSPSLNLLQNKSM
ABCB6 inh MLPCN: human ABCB6 transporter inhibition; K562-ABCB6 porphyrin accumulation, flow cytometry, 1 h; active compounds read low; Q9NP58; actives 0.19% (n = 360,000); fluorescence ratio to DMSO, % at 10 µM; AID 602162;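 active = fluorescence ratio to DMSO below 75%, the collection mean minus 3 SD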;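 note: signal is porphyrin accumulated inside mitochondria; 100% equals median channel fluorescence of DMSO control wells; lower ratio means ABCB6 inhibition with less porphyrin fluorescence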
N-glyco inh: blocks N-linked glycosylation in D54 reporter cells. actives 0.23% (n = 360,000). D54 ERlucT glycosylation luciferase reporter, 24 h; percent of 100 nM tunicamycin response. AID 588692. reporter increase, % at 12.5 µM;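 active = mean luciferase reporter signal, scaled so untreated is 0 and the glycosylation-blocking control 100, at or above a set limit in every replicate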;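 note: luciferase carries N-glycosylation sites so blocking glycosylation raises the light; 0% = median of neutral control wells and 100% = median of 100 nM tunicamycin wells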
TLR9-MyD88 block: TLR9-MyD88 interaction inhibition | Q9NR96+Q99836 | CHO BLA complementation TLR9-MyD88, CCF4 FRET ratio | inhibition, % at 4.98 µM | actives 0.21% (n = 340,000);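 active = inhibition above the mean over all tested compounds plus 3 SD, cut at about 21% in these data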;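 note: 0% = DMSO only wells and 100% = clavulanate BLA inhibitor control wells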
ABHD5-PLIN5 inh: blocks binding of human ABHD5 to perilipin-5 | Q00G26+Q8WTS1 | Split G. princeps luciferase complementation, luminescence, 4 h | inhibition, % at 4 µM | actives 0.78% (n = 360,000) | AID 602281;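 active = inhibition above the mean inhibition across every tested compound plus 3 SD, cut at about 22% in these data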;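 note: 0% = DMSO only wells and the 100% control is not disclosed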
An asterisk follows results filed as active; nt = no result given. Some of the compounds tested; the hit share may differ from the screen's.

1: CCc1nccn1S(=O)(=O)c1ccc(OC)c(OC)c1
2: O=C(Nc1ccc(O)cc1)c1ccc2c(c1)C(=O)N(Cc1ccccc1)C2=O
3: O=C(NCc1ccc2c(c1)OCO2)c1n[nH]c(=O)c2ccccc12
4: C=CCn1c(SCC(=O)OCC)nc(C(F)(F)F)cc1=O
5: CS(=O)(=O)c1ccc(S(=O)CC(=O)OCc2ccccc2)c([N+](=O)[O-])c1 (stereo not given)
6: COc1ccc(OC)c2c1cc(C(=O)N[C@@H](Cc1ccccc1)C(=O)O)n2C
7: Cc1nn(-c2ccccc2)c(Cl)c1C(=O)N1CCN(c2ncnc3c2cnn3-c2ccccc2)CC1
8: CC(O)c1cccc(N=Cc2ccc3ccccc3c2O)c1 (stereo not given)
Compound	1	2	3	4	5	6	7	8
m5-HT2A agonist	9	-6	1	5	-6	0	11	1
MC4R ag barr	1.0	-4.2	-3.5	5.3	-4.2	-1.8	5.2	-0.2
SRC2 inh	11	10	-9	2	-118	25	-8	-27
H9c2 protect	3	4	68*	6	-11	0	-27	16
MC4R antagonist	-3	4	8	-4	14	6	9	6
NOD2 RIPK2 PPI	-15	-7	-7	-8	25*	2	1	8
ABCB6 inh MLPCN	102	96	103	89	108	89	88	101
N-glyco inh	1	1	2	1	-19	1	-12	0
TLR9-MyD88 block	-2	0	4	-4	12	2	-3	2
ABHD5-PLIN5 inh	1	7	3	12	40*	3	1	6

9: CCC(c1nnnn1CCOC)N(Cc1cc2cc(C)c(C)cc2[nH]c1=O)CC1CCCO1 (stereo not given)
10: O=C(CN1C(=O)NC2NC(=O)NC21)N/N=C/c1ccccc1O (stereo not given)
11: S=C(NCc1cccs1)Nc1ccccc1
12: O=C(CNC(=O)c1ccccc1Br)N/N=C\c1cc([N+](=O)[O-])cc(Br)c1O
13: COc1ccc(CNC(=O)Cn2nc(C)c3c(C)n(-c4ccc(C)cc4)nc3c2=O)cc1OC
14: CC(C)(C)NC(=O)CC(CC(=O)O)c1ccccc1 (stereo not given)
15: CN(C)S(=O)(=O)c1ccc(N2CCOCC2)c(C(=O)O)c1
16: COc1cccc(NC(=O)CN(C)C(=O)c2ccc(OCc3ccccc3)c(OC)c2)c1
Compound	9	10	11	12	13	14	15	16
m5-HT2A agonist	6	3	-4	-18	5	-1	8	1
MC4R ag barr	-0.3	0.6	-3.5	-2.6	0.3	-0.1	-2.0	1.0
SRC2 inh	-30	-5	-22	-8	-12	-1	-14	-45
H9c2 protect	24	3	1	17	1	5	3	-4
MC4R antagonist	-2	-7	-5	-5	3	6	6	11
NOD2 RIPK2 PPI	-7	4	6	-1	8	-9	5	-9
ABCB6 inh MLPCN	100	95	99	100	96	91	95	93
N-glyco inh	1	0	-1	0	1	1	2	-1
TLR9-MyD88 block	3	3	-8	-8	4	-11	4	1
ABHD5-PLIN5 inh	0	6	-7	8	7	4	0	-4

Part of the list above with just SRC2 inh, NOD2 RIPK2 PPI and H9c2 protect.
item | Structure | SRC2 inh | NOD2 RIPK2 PPI | H9c2 protect
10 | O=C(CN1C(=O)NC2NC(=O)NC21)N/N=C/c1ccccc1O (stereo not given) | -5 | 4 | 3
11 | S=C(NCc1cccs1)Nc1ccccc1 | -22 | 6 | 1

(cont.)
17: COCCn1c(Cc2ccccc2)nnc1SCc1nc2ccccc2c(=O)[nH]1
18: COc1ccc(C(=O)N(c2ccc(OC)cc2)S(=O)(=O)c2cccs2)cc1
19: CN(C)/C=C1\C(=O)ON=C1c1ccccc1
20: CCOc1ccc(CC(=O)NNC(=O)/C=C/C(=O)O)cc1
21: O=C(NCC1CCCO1)c1ccc(Br)c(S(=O)(=O)N2CCOCC2)c1 (stereo not given)
22: CCCN(CC(=O)Nc1ccccc1C)C(=O)/C=C/c1ccc(OC)c(OC)c1
23: CCOC(=O)c1cc(C(=O)Nc2cccc(C)c2)nn1C
24: COc1ccc(S(=O)(=O)NCC2CC3C=CC2C3)cc1OC (stereo not given)
Compound	17	18	19	20	21	22	23	24
m5-HT2A agonist	2	-3	-1	-1	6	1	-1	-1
MC4R ag barr	-0.4	-1.7	-1.5	2.5	-1.5	-0.4	0.6	-2.4
SRC2 inh	0	10	-1	-8	5	18	-51	-12
H9c2 protect	34	5	-3	0	6	4	-14	-2
MC4R antagonist	5	-4	-8	-6	-2	0	5	-1
NOD2 RIPK2 PPI	2	-13	-5	-16	0	-4	-5	3
ABCB6 inh MLPCN	95	93	99	98	100	105	108	98
N-glyco inh	-2	0	3	2	3	3	-5	-1
TLR9-MyD88 block	-1	3	-3	-1	-8	1	2	-3
ABHD5-PLIN5 inh	-8	2	6	12	0	-6	0	-7

25: C[C@@H]1CN([C@H](C)CO)C(=O)c2c(c3ccccc3n2C)-c2ccccc2CO[C@H]1CN(C)Cc1cccc(C(=O)O)c1
26: Cc1nn2c(Nc3ccccc3)c3c(nc2c1-c1ccccc1)CCC3
27: N/C(=N\OC(=O)CC(c1ccccc1)c1ccccc1)c1cccnc1
28: C[C@H](NC(=O)C1CC(=O)N(c2ccc3c(c2)OCO3)C1)C(=O)NC1CCCC1 (stereo not given in full)
29: CC(C)CN(CCCNC(=O)CC1Oc2ccccc2NC1=O)CC(C)C (stereo not given)
30: CN1CCN(S(=O)(=O)c2cccc(C(=O)N(C)Cc3cccs3)c2)CC1
31: Cc1ccc(N2CC(NS(=O)(=O)c3cccs3)CC2=O)cc1C (stereo not given)
32: COC(=O)c1cc2n(n1)CCN(Cc1ccc(C)cc1)C2=O
Compound	25	26	27	28	29	30	31	32
m5-HT2A agonist	4	-1	-15	4	2	2	-1	-1
MC4R ag barr	-0.4	-2.3	-1.8	-1.8	0.4	-2.4	1.4	-1.2
SRC2 inh	-18	-8	-13	4	-3	7	3	16
H9c2 protect	3	2	4	3	2	0	-1	-3
MC4R antagonist	8	7	28	3	18	-2	10	0
NOD2 RIPK2 PPI	12	-7	0	-11	2	7	2	-1
ABCB6 inh MLPCN	99	100	100	98	102	90	101	92
N-glyco inh	3	1	3	0	1	-3	1	1
TLR9-MyD88 block	4	-12	2	3	-1	4	-1	-9
ABHD5-PLIN5 inh	3	-2	5	-1	11	-3	-5	-2

Taken from above.
Under ABHD5-PLIN5 inh, entry 31 is entered as -5
Under H9c2 protect, entry 28 is entered as 3
Under ABHD5-PLIN5 inh, entry 32 is entered as -2

(cont.)
33: Cc1ccc(S(=O)(=O)NC2(C(=O)O)CCCC2)cc1
34: O=C(COC(=O)c1ccco1)NCc1ccco1
35: CC[C@@]1(C(=O)OC)N[C@H](CN(C)C(=O)COc2ccccc2)[C@@H]2C(=O)N(C)C(=O)[C@@H]21
36: CC1(C)Cc2c(sc(NC(=O)Nc3ccccc3)c2C(N)=O)CO1
37: C=CCOc1ccc(C=Nc2ccc(Cl)cc2)c(O)c1
38: CC(=O)Nc1ccc(N2CCCCC2)c(C(=O)Nc2cccc(C)c2)c1
39: O=C(CC1C(=O)NCCN1C/C=C/c1ccccc1)NCCCC1CCCC1 (stereo not given)
40: CCN1C[C@@H]2[C@@H]3C(=O)N(Cc4ccccc4)C(=O)[C@@H]3[C@](CC)(C1=O)N2C(=O)c1ccccc1
Compound	33	34	35	36	37	38	39	40
m5-HT2A agonist	-2	0	0	1	2	3	-3	-3
MC4R ag barr	-2.4	0.8	-2.7	-2.0	-0.8	2.0	-3.1	-1.7
SRC2 inh	2	-13	-31	-44	-1	-7	-25	-8
H9c2 protect	4	-2	4	1	26	-4	-6	4
MC4R antagonist	2	15	9	4	8	0	-6	5
NOD2 RIPK2 PPI	-5	-4	-10	0	-10	-3	-13	-5
ABCB6 inh MLPCN	122	103	96	108	101	100	190	95
N-glyco inh	1	3	3	-3	0	4	1	3
TLR9-MyD88 block	-3	-10	-8	8	-1	-2	7	-6
ABHD5-PLIN5 inh	0	-3	5	2	1	3	-6	-5

Given as tab-separated lines: entries from further up
entry	SMILES	m5-HT2A agonist	MC4R ag barr	SRC2 inh	H9c2 protect	MC4R antagonist	NOD2 RIPK2 PPI	ABCB6 inh MLPCN	N-glyco inh	TLR9-MyD88 block	ABHD5-PLIN5 inh
36	CC1(C)Cc2c(sc(NC(=O)Nc3ccccc3)c2C(N)=O)CO1	1	-2.0	-44	1	4	0	108	-3	8	2
37	C=CCOc1ccc(C=Nc2ccc(Cl)cc2)c(O)c1	2	-0.8	-1	26	8	-10	101	0	-1	1

Later entries:
41: COc1ccc(CNC(=O)c2cc(-c3ccc(OC)c(OC)c3)on2)cc1
42: CC(C)c1ccc(C(=O)CSc2n[nH]c(-c3ccncc3)n2)cc1
43: COc1cccc(S(=O)(=O)Nc2ccc3c(c2)[C@@H]2C[C@H](CC(=O)NCCc4ccccc4)O[C@H](CO)[C@@H]2O3)c1
44: COc1cccc(NC(=O)CN(C)C(=O)C2CC(=O)N(CCc3ccc(OC)c(OC)c3)C2)c1 (stereo not given)
45: Cc1cccc(N2CN(Cc3cccnc3)CNC2=S)c1
46: CC1(C)CC(=O)C=C(N2CCOCC2)C1
47: CCN1C(=O)CC(Sc2ccccc2N)C1=O (stereo not given)
48: COc1ccc2oc(=N)c(C(=O)Nc3ccccc3)cc2c1
Compound	41	42	43	44	45	46	47	48
m5-HT2A agonist	1	0	8	1	9	-1	10	-1
MC4R ag barr	4.8	-0.6	-0.1	-0.7	2.1	-1.3	0.9	2.0
SRC2 inh	1	-8	-1	-12	23	-2	2	-37
H9c2 protect	-1	-22	-11	7	1	3	-6	-9
MC4R antagonist	5	3	5	3	-11	12	-6	2
NOD2 RIPK2 PPI	-4	-5	3	-7	-6	-13	-10	-4
ABCB6 inh MLPCN	93	95	100	94	94	99	101	102
N-glyco inh	-1	4	-1	1	2	0	0	0
TLR9-MyD88 block	23*	-6	5	-6	-6	0	1	4
ABHD5-PLIN5 inh	-6	-2	2	3	7	4	3	-5

49: COC(=O)c1nnn(CC(=O)Nc2cc(Cl)ccc2C)c1C(=O)OC
50: Nc1nc(C(=O)N2CCOCC2)nn1S(=O)(=O)c1ccccc1
51: Cc1nn(C)c(C(=O)N2CCOCC2)c1Cl
52: CCOC(=O)C(=CNc1cc(C)nn1-c1ccc(Cl)cc1)C(=O)OCC
53: Cc1ccc(NC(=O)COC(=O)C2CC3C=CC2C3)cc1S(=O)(=O)N1CCCCC1 (stereo not given)
54: COc1ccc(NC(=S)NCCc2c[nH]c3ccccc23)c(OC)c1
55: CSCC[C@H](NC(=O)CCCn1nnc2ccccc2c1=O)C(=O)O
56: Cn1c(-c2ccc(Cl)cc2)cnc1N
Compound	49	50	51	52	53	54	55	56
m5-HT2A agonist	-2	7	2	12	-1	2	4	-8
MC4R ag barr	1.3	-0.4	-1.5	6.3	3.2	-3.5	-1.9	-2.9
SRC2 inh	22	0	-17	-7	13	16	-14	-4
H9c2 protect	6	18	7	19	-13	-2	-2	69*
MC4R antagonist	7	0	12	16	6	7	24	-2
NOD2 RIPK2 PPI	4	3	-5	-7	-5	-5	4	-3
ABCB6 inh MLPCN	98	92	90	116	99	102	102	92
N-glyco inh	-1	nt	0	-1	0	-2	3	10
TLR9-MyD88 block	1	-12	-2	-1	-8	0	-4	7
ABHD5-PLIN5 inh	0	-5	-4	-1	-2	3	5	3
